# Screening results from PubChem.
# EPAC1 agonist: activates human EPAC1 exchange factor; EPAC1 agonist qHTS, biochemical assay; response scale: 100% = response to 6.5 mM cAMP; Potency, µM (top dose mostly 154 µM), for the others: top-dose activation, most hits filed as activators; 0.073% of 360,000 active; AID 720707; further: potency means the concentration at half of the fitted maximal effect; nearly all actives have a fitted effect of over 60% in size
# Target sequence (O95398 whole entry, looked up): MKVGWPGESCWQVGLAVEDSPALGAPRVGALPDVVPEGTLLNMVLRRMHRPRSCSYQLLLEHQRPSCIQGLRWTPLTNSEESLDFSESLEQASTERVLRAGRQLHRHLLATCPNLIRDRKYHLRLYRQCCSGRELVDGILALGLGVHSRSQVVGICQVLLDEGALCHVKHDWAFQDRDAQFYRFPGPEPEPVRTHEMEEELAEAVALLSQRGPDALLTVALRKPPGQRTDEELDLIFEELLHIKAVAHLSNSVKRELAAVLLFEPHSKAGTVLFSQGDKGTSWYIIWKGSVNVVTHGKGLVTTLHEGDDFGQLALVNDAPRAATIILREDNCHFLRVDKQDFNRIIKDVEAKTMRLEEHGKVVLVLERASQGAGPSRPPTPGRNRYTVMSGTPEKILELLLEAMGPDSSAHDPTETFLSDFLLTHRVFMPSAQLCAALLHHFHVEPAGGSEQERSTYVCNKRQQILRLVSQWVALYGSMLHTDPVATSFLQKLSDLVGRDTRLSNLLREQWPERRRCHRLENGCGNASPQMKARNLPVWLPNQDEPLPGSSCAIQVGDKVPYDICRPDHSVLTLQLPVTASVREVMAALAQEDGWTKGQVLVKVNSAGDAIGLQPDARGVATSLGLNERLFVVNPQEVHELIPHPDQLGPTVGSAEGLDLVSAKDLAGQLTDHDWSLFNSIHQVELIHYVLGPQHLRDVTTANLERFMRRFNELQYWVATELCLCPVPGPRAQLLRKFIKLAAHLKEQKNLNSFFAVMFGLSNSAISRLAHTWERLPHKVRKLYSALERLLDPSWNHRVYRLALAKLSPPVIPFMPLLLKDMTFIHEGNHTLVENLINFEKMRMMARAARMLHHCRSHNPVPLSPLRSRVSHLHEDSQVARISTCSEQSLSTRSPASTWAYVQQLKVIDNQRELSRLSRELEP
#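 Normalized to 6.5 mM cAMP, activity reflects EPAC1-catalysed release of BODIPY-GDP from Rap1B, followed kinetically over 30 min at 480 nm excitation, 540 nm emission. Reaction contained 100 nM EPAC1, 250 nM Rap1B-BODIPY-GDP, 50 uM GDP.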
# IL2 activator: activates IL-2 in a cell-based reporter assay | 0.065% of 360,000 active | activation, % (series mostly up to about 46 µM) | IL-2 activation reporter assay, cell-based qHTS; stimulated with anti-CD3/CD4/CD28 beads; in transgenic mouse T cells; in the data active means activation above about 50%; inconclusive means mostly about 30% to 49%; further: 0% is about no effect
#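 EGFP and DsRed fluorescence is measured by plate cytometry in unstimulated transgenic mouse T cells exposed to compound for 60 minutes, then stimulated 18 hours at 37 degrees C with anti-CD3/anti-CD4 beads plus anti-CD28.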
# Abeta yeast res: restores growth of yeast expressing A-beta42 peptide. Potency, µM (doses to about 46.1 µM), inactives show at the top dose growth rescue, most hits filed as activators. yeast expressing A-beta42, growth rescue, OD600, 48 h; response scale: 0% DMSO, 100% iron-clioquinol control. 0.063% of 410,000 active; further: potency means the concentration at half of the fitted maximal effect; nearly all actives have a fitted effect of over 55% in size
#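 Yeast A-beta toxicity model in growth medium with pinned compounds, 48 h at 30 C; growth read as absorbance at 600 nm. Normalized to FeCl3/clioquinol equimolar mix (positive) and DMSO (negative).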
# PLK1 PBD inh: inhibitors of human PLK1 polo-box domain binding. P53350. Plk1 PBD binding of FITC phosphopeptide, fluorescence polarization. Potency, µM, for the others: max response, negative = inhibition, usual class: inhibitors. 2.8% of 360,000 active. AID 720504; further: potency means the concentration at half of the fitted maximal effect; series mostly up to about 57 µM; on the % scale 0 is the no-effect control and ±100 the full control effect; nearly all actives have a fitted effect of over 65% in size
# aSyn rescue: rescues yeast growth from alpha-synuclein toxicity | Yeast expressing alpha-synuclein, growth rescue, BacTiter-Glo, 24 h | Potency, µM (top dose mostly 46.1 µM), for inactives: top-dose growth rescue (activation), most hits filed as activators | 0.14% of 370,000 active; further: potency means the concentration at half of the fitted maximal effect; % of control where 0% means no effect; nearly all actives have a fitted effect of over 65% in size
#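 Screening used galactose-induced yeast with toxic alpha-synuclein levels, exposed to compound for 24 hr at 30 deg C. Cell growth, read with BacTiter-Glo luminescence, gave the measured signal.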
# EPAC1 antag: EPAC1 (human) antagonism; O95398; EPAC1 GEF assay, Rap1b-BODIPY-GDP exchange fluorescence; Potency, µM (highest dose often 115 µM), for the others: at the top dose activity change, negative = inhibition, hits mostly inhibitors; 0.14% of 360,000 active; AID 720709;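 further: potency means the concentration at half of the fitted maximal effect; plate controls were vehicle for no effect and positive control for full effect; nearly all actives have a fitted effect of over 50% in size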
# FUS suppressor: FUS proteinopathy suppression in yeast | S. cerevisiae FUS-expressing, growth rescue, OD600, 24 h | Potency, µM (series often up to 76.6 µM), for the others: at the top dose growth rescue (activation), hits mostly activators | 0.24% of 390,000 active;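 further: potency means the concentration at half of the fitted maximal effect; plate controls were DMSO vehicle for no effect and reference control for full effect; nearly all actives have a fitted effect of over 55% in size; some results filed as inactive show a strong effect at the top dose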
#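 Cultures pregrown in 2.5% raffinose medium are shifted to minimal medium containing 2% galactose to express toxic FUS. Compounds are tested at several concentrations. After 24hr at 30C, growth is quantified at 600 nm absorbance.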
# WRN helicase inh: blocks human WRN helicase. Q14191. WRN helicase unwinding, fluorescent forked duplex, kinetic. Potency, µM (series often up to 114 µM), without a hit: top-dose activity change, negative = inhibition, hits mostly inhibitors. 0.46% of 360,000 active. AID 651768; further: potency means the concentration at half of the fitted maximal effect; on the % scale 0 is the no-effect control and ±100 the full control effect; nearly all actives have a fitted effect of over 55% in size
#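 WRN at 20 nM final preincubated with compound 15 min at room temperature; reaction started with 100 nM fluorophore/quencher forked duplex oligonucleotide and 2 mM ATP final. Unwinding followed kinetically by red fluorescence (ex 525, em 598 nm).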
# PI5P4K alpha inh: PI5P4K alpha (human) kinase inhibition. AID 652105. 1.2% of 330,000 active. PI5P4Kalpha enzyme, ADP-Glo luminescence, 60 min; stronger effect = lower value. max response, %. P48426; active means max response of -50% or lower; inconclusive means between -30% and -50%; inactive means -30% or higher; further: value at the top dose of about 77 µM; on the % scale 0 is the no-effect control and ±100 the full control effect
#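 ADP-Glo luminescence end-point read after a 60 min room-temperature kinase reaction of PI5P4Kalpha plus substrate, initiated with ATP at 5 microM final. Buffer: 0.038 M HEPES pH 7.4, EGTA, 0.1% CHAPS, 5% DMSO.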
# Active calls of the source: *; ? = inconclusive; nt = not tested or not shown; & = joins results of further samples; [ ] = another dose, or the depositor's remark. Unless noted, the call rests on the fitted dose curve; in most records, active means well fitted curve in the direction sought with a large enough effect; inconclusive means small, poorly fitted or top-dose-only effect, or another doubt; inactive means no such curve, though single readings can be large; an effect the other way counts as inactive or inconclusive. An unsorted share of the library (roughly 4.1% active in at least one column).
structure	EPAC1 antag	PI5P4K alpha inh	aSyn rescue	Abeta yeast res	IL2 activator	PLK1 PBD inh	FUS suppressor	EPAC1 agonist	WRN helicase inh
CSc1ncccc1C(=O)Nc1nccs1	6%	5	-10%	1%	-2.3	4%	-1%	8%	-4%
CNC(=O)C1CC(=O)N(CCc2ccc(C)cc2)C1 (stereo not drawn)	2%	0	5%	3%	1.4	-2%	11%	-6%	-6%
CCN1CCCC(OC(=O)c2cc(-c3ccc(C)cc3)nc3ccccc23)C1 (stereo not drawn)	5%	8	3%	-14%	-4.0	-14%	5%	6%	7%
Cc1nn(-c2ccccc2)c(C)c1NC(=O)COC(=O)c1ccc(NC(=O)CC#N)cc1	2%	?	1%	0%	0.3	1%	?	4%	-10%
Cn1c(N)c(C(=O)COC(=O)C2CCC(C(C)(C)C)CC2)c(=O)n(C)c1=O (stereo not drawn)	-25%	19	3%	14%[9.22 µM]	-2.5	3%	19%	-18%	-15%
CCCCN1C[C@H](C)[C@@H](CC(=O)Nc2ccc(OC)cc2)C1=O	2%	6	-9%	-3%	-2.8	-3%	-1%	-4%	0%
CCCN(S(=O)(=O)c1ccc(OCC)cc1)S(=O)(=O)c1cccs1	-4%	1	1%	7%	-4.5	-10%	22%	19%	-11%
CSCCC(C(=O)NCc1ccccc1)n1c(Cc2cc(F)cc(F)c2)nc2ccccc21 (stereo not drawn)	8%	-6	-3%	8%	0.0	2%	26%	5%	-4%
Clc1ccc(Nc2ncnc3c2nnn3Cc2ccccc2)cc1	-12%	-2	-1%	14%	0.2	-7%	1%	10%	6%
Cc1ccc(C(=O)NCCCN2CCOCC2)c(C)c1	1%	7	5%	-1%	-0.5	-2%	-2%	-3%	-10%
O=C(COC(=O)C1CC2CCCC(C1)C2=O)c1cccc(Br)c1 (stereo not drawn)	-8%	2	5%	-5%	-0.2	-13%	11%	9%	6%
CCCCC(CC)CNC(=O)c1ccc2c(c1)OCO2 (stereo not drawn)	-12%	nt	1%	-12%	-0.3	-5%	7%	10%	-7%
COc1ccc(CNC(=O)Cn2ccc3cc(S(=O)(=O)N4CCCC4)ccc32)cc1OC	-22%	0	0%	nt	-0.1	2%	25%	-6%	3%
CCN1C(=O)[C@H]2[C@@H](c3ccc(-c4cccc(Cl)c4)c(OC)c3)N[C@@](Cc3ccccc3)(C(=O)OC)[C@H]2C1=O	-9%	4	6%	7%	-4.7	-23%	?	-5%	?
O=C(CN(Cc1ccccc1Cl)C(=O)CCC(=O)Nc1nccs1)NCC1CCCO1 (stereo not drawn)	6%	0	5%	13%	0.0	-1%	24%	-2%	3%
COc1ccc2cc(CO)c3cc(OC)c(OC)cc3c2c1	3%	0	-3%	-30%	0.1	-1%	4%	-18%	-1%
CCS(=O)(=O)c1nc(S(=O)(=O)c2ccc(C)cc2)c(N2CCCC2)s1	-24%	3	-6%	14%	-0.3	-12%	5%	11%	8%
CCc1ccc(N(CC(=O)NCc2ccc3c(c2)OCO3)C(=O)c2csnn2)cc1	-11%	7	0%	-9%	4.1	3%	22%	-7%	-9%[57.1 µM]
CCN(CC)Cc1ccc(NC(=O)c2sc3cc(Cl)ccc3c2Cl)cc1	-6%	-10	-1%	-19%	0.1	-8%	-13%	4%	-21%
CCCCNC(=O)NC1(C(F)(F)F)Oc2ccccc2O1	-9%	-3	-1%	2%	-0.9	-2%	-22%	7%	3%
N#Cc1ccc(-c2ccc(OCC(O)CN3CCOCC3)cc2)cc1 (stereo not drawn)	9%	3	9%	-1%	-2.1	-24%	22%	7%	0%
COc1ccc2cc(S(=O)(=O)NC3CC(C)(C)NC(C)(C)C3)ccc2c1	-13%	3	-7%	-3%	-6.1	-8%	32%	0%	-28%
Cn1c(=O)[nH]c(=O)c2c1nc(SCC(O)CO)n2Cc1ccccc1Cl (stereo not drawn)	7%	nt	0%	-23%	-1.4	-9%	-15%	7%	-7%
N#Cc1ccccc1S(=O)(=O)c1ccccc1C(=O)Nc1ccccc1	11%	-1	5%	-9%	0.9	-3%	-2%	3%	-13%
COc1cccc(C2=Cc3ccc(F)cc3C(CC(C)=O)N2c2ccc(C#CC3(O)CCCCC3)cc2)c1 (stereo not drawn)	-17%	9	?	11%	-0.9	2%	40%	1%	-6%
O=C(Nc1ccccc1)Nc1nnc(COc2ccccc2F)s1	-21%	0	-8%	27%	-0.4	-10%	25%	6%	-26%
COc1ccc(NC(=O)CN(C)C(=O)CCC(=O)c2ccc(C)cc2)cc1	11%	-20	0%	-4%	-0.7	-4%	14%	1%	3%
Cc1noc(C)c1COC(=O)COc1ccc(C#N)cc1	-1%	-1	-4%	7%	0.0	-5%	-8%	0%	-3%
CN(C)c1ccc(C(O)Cc2nc3ccccc3n2C)cc1 (stereo not drawn)	-9%	0	-36%[inhibitor]	-43%[inhibitor]	4.1	3%	11%	17%	5%
CC1Sc2ccc(S(=O)(=O)CCC(=O)N(C)Cc3ccco3)cc2NC1=O (stereo not drawn)	7%	-2	0%	8%	-3.3	?	2%	3%	-2%
Nc1cc(Br)cc2c1[nH]c(=O)c1ccccc12	16%	-3	9%	2%	1.8	7%	7%	6%	1%
CC(=O)Nc1ccc(N/C(C)=C/C(=O)c2cccnc2)cc1	-4%	6	-1%	19%	-0.8	0%	nt	-7%	-6%
CCn1cc(Br)c(C(=O)Nc2ccc(C(=O)OC(C)C)cc2)n1	-14%	-2	-13%	6%	-2.8	-8%	?	5%	-4%
COc1cc(OC)cc(C(=O)OCn2nnc3ccccc3c2=O)c1	3%	2	2%	-2%	-3.0	0%	3%	2%	3%
O=C1NC(=O)C(Cc2ccc(Cl)cc2)(c2ccccc2)N1 (stereo not drawn)	-7%	-3	3%	10%	0.5	1%	11%	0%	-2%
COc1ccc(N(C(=O)C(C)C)S(=O)(=O)c2ccc3c(c2)n(C)c(=O)n3C)cc1	8%	1	10%	11%	0.7	-3%	-4%	-1%	0%
O=C(NNC(=O)C1CC=CCC1)c1cccc(Br)c1 (stereo not drawn)	-4%	-2	-3%	-4%	0.6	-13%	4%	1%	-21%
CCCC(CCC(=O)Nc1nccs1)C(=O)O (stereo not drawn)	0%	-1	-5%	-13%	-1.7	-10%	13%	3%	-4%
O=C(NCCCn1ccnc1)/C(=C/c1ccccc1)NC(=O)c1ccccc1	-6%	-9	5%	-3%	2.3	24µM*	6%	-1%	3%
O=C(CN1CCN(Cc2ccccc2)CC1)NCCNc1ccc([N+](=O)[O-])cn1	19%	-6	2%	11%	1.5	-8%	6%	-6%	-4%
CCN(c1cccc(C)c1)S(=O)(=O)c1ccc(-n2cccn2)cc1	24%	-6	0%	-18%&-8%	-2.5	-6%	17%&34%	4%	-5%
O=C1CCC(C(=O)N2CCN(c3ccccc3)CC2)CN1CC1CCCCC1 (stereo not drawn)	8%	-3	5%	-3%	-2.1	-5%	nt	0%	-34%
CC(Oc1cccnc1[N+](=O)[O-])C(=O)Nc1ccc(F)cc1 (stereo not drawn)	-10%	0	0%	-12%	1.8	1%	-45%[inhibitor]	-10%	11%
O=C(CSc1cccc[n+]1[O-])Nc1cc(S(=O)(=O)N2CCOCC2)ccc1N1CCOCC1	-6%	2	-4%	-13%	-2.6	-9%	35%	-1%	1%
O=C1CN(C(=O)COC(=O)c2c(F)cccc2Cl)c2ccccc2N1	-3%	6	1%	-14%	0.3	-2%	-14%	14%	-8%
O=[N+]([O-])c1ccc(CNc2ccc(Cl)cc2)s1	-23%	-1	-9%	?	-0.7	-3%	-5%	12%	0%
N#CCN1C(=O)C(=O)N(Cc2cccc(Cl)c2)C1=O	6%	-3	-1%	3%	0.5	-7%	26%	-13%	-6%[57.1 µM]
COc1cc(C2CC(=O)NC3=C2C(=O)CC(C)(C)C3)cc(OC)c1O (stereo not drawn)	-12%	6	0%	0%	-1.6	-12%	-16%	-5%	-21%[57.1 µM]
O=C(O)c1ccccc1N/C=C\[N+](=O)[O-]	17%	-7	4%	10%	-0.3	-5%	-16%	-7%	-7%
O=C(CNc1cccc(S(=O)(=O)N2CCOCC2)c1)Nc1ccc(C(F)(F)F)cc1	-8%	0	-10%	0%	-1.5	-5%	38%	-6%	-9%

# Next entries:
structure	EPAC1 antag	PI5P4K alpha inh	aSyn rescue	Abeta yeast res	IL2 activator	PLK1 PBD inh	FUS suppressor	EPAC1 agonist	WRN helicase inh
Cc1cc(/C=C(\C#N)C(=O)NCc2cccs2)c(C)[nH]1	13%	1	-2%	-14%	2.4	-3%	1%	-5%	-6%
COc1cc(CNc2ccc3[nH]c(=O)[nH]c3c2)cc(Br)c1OCC(=O)NC(C)(C)C	-16%	nt	5%	8%	-0.6	-1%	18%	10%	0%
Cc1c(C(C)O)nnn1-c1nonc1N (stereo not drawn)	-27%	2	-5%	-7%	-2.5	-8%	4%	1%	1%[57.1 µM]
CCCCN(C)CCNC(=O)CN1C(=O)CSc2ccc(S(=O)(=O)N3CCCCC3)cc21	4%	2	1%&-5%	18%&-12%	-3.0	0%	8%&-6%	3%	-2%
COc1cccc(C(=O)N2CCC(N3CC(C)OC(C)C3)CC2)c1 (stereo not drawn)	-6%	-5	-5%	-2%	-0.6	-9%	-7%	8%	-8%
Cc1cc(C)n2c(SCc3ccccc3Cl)nnc2n1	-4%	1	-4%	5%	-2.6	-4%	13%	-1%	-4%

# PLK1 PBD inh, entries above that show a hit
molecule	EPAC1 antag	PI5P4K alpha inh	IL2 activator	PLK1 PBD inh	WRN helicase inh
O=C(NCCCn1ccnc1)/C(=C/c1ccccc1)NC(=O)c1ccccc1	-6%	-9	2.3	24µM*	3%
